# Pin1 inh: blocks the human prolyl isomerase Pin1; Pin1 FP peptide displacement, HiFluor488, 10 min; Potency, µM (series often up to 115 µM), inactives show at the top dose activity, negative = inhibition, hits mostly inhibitors; 390,000 tested, 0.009% active; active = well fitted inhibition curve with a large enough effect in the polarisation, with a control signal flat, not every such curve was filed as active; inconclusive = small, poorly fitted or top-dose-only effect, or effect the other way, or a change in a side signal; inactive = no such curve, though single readings can be large or run the other way; the % refers to the polarisation; note: potency is the fitted concentration of half-maximal effect; % is set by controls: 0 for no effect and ±100 for the full control effect
# Target sequence (Q13526 whole entry, looked up): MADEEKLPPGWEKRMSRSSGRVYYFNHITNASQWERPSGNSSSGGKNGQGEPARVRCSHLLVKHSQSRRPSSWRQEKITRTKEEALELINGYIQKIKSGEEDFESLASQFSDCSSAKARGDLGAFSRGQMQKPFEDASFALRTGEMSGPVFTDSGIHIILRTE
# ERG Ets-DNA blk: inhibitors of human ERG Ets domain-DNA interaction | P11308 | fluorescence polarization, His-ERG Ets domain / labelled DNA | Potency, µM (series often up to 76.9 µM), for the others: at the highest dose FP activity, negative = inhibition, most hits filed as inhibitors | 370,000 tested, 0.028% active | AID 624246; active = well fitted inhibition curve with a large enough effect in the polarisation, with a control signal flat; inconclusive = small, poorly fitted or top-dose-only effect, or effect the other way, or a change in a side signal; inactive = no such curve, though single readings can be large or run the other way; the % refers to the polarisation;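 note: polarization taken with two DNA probes labelled with fluorescein and Texas red; potency is the fitted concentration of half-maximal effect; % of control where 0% means no effect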
# Target sequence (P11308 whole entry, looked up, the tested form may be a part): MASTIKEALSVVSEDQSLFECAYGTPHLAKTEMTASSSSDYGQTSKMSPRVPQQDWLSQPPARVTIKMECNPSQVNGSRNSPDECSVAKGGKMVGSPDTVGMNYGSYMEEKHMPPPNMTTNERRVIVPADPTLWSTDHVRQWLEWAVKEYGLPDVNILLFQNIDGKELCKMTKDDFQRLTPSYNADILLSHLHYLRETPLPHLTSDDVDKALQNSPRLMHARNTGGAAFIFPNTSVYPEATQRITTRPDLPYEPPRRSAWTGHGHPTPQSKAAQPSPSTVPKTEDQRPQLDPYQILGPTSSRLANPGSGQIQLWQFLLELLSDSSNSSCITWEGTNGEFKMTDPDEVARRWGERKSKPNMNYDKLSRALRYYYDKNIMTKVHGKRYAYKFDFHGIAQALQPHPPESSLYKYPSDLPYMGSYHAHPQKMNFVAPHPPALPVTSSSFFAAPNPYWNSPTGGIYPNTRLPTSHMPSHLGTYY
#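 His-tagged ERG Ets domain (1 uM in the protein solution; 300mM KCl, 50mM Tris-HCl, 1mM EDTA, 1mM DTT, pH 7.5) received compound, then a probe mix of 5 nM fluorescein-DNA and 100nM Texas-615-DNA. Fluorescence polarization was read for both dyes.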
# G9a inh: blocks human histone lysine methyltransferase G9a. Q96KQ7. G9a H3K9 monomethylation, AlphaScreen, 2 h. Potency, µM (titrated, usually from 102 µM), for inactives: at the highest dose activity, negative = inhibition, hits mostly inhibitors. 350,000 tested, 8.8% active; note: potency is the fitted concentration of half-maximal effect; % is set by controls: 0 for no effect and ±100 for the full control effect; nearly all actives have a fitted effect of over 75% in size
#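 Enzyme 20 nM + cpd, 15 min RT; add b-H3K9 pep 500 nM / SAM 20 uM; 2 h RT; anti-H3K9me1 Ab 0.5 ug/mL + SA donor / anti-rabbit acceptor beads 20 ug/mL each, 10 min; AlphaScreen read.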
# BAZ2B inh: BAZ2B (human) inhibition | AlphaScreen BAZ2B-H3K14Ac peptide displacement | Q9UIF8 | Potency, µM (highest dose often 114 µM), inactives show top-dose activity change, negative = inhibition, hits mostly inhibitors | 360,000 tested, 4.4% active; note: potency is the fitted concentration of half-maximal effect; % is set by controls: 0 for no effect and ±100 for the full control effect; nearly all actives have a fitted effect of over 60% in size
#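 In this displacement format the biotinylated H3(5-23) peptide acetylated at Lys14 serves as ligand at 50 nM, with BAZ2B at 50 nM in PBS pH 7.4 containing 0.01% Tween-20. Donor and acceptor beads are 10 ug/mL final.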
# PI4K2A inh: inhibitors of human PI4K2A. purified PI4K2A, ADP-Glo luminescence, 1 h; stronger effect = lower value. Q9BTU6. 420,000 tested, 0.13% active. activity change, negative = inhibition, % at 76.9 µM. AID 1346378; in the data active = activity change below about -50%; inconclusive = mostly about -30% to -49%;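 note: -100% = wells without enzyme as full effect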
#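 PI4K2A activity was measured by ADP-Glo luminescence: enzyme (4 ug/mL stock) and phosphatidylinositol (1.2 mM stock) in Tris pH 7.5/MgCl2/EGTA/Triton X-100 buffer were reacted with ATP (300 microM stock) for one hour at ambient temperature.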
# JMJD2A Tudor: blocks the human JMJD2A Tudor domain; O75164; AlphaScreen JMJD2A-Tudor / H3K4me3 peptide binding; Potency, µM (doses to about 114 µM), for inactives: top-dose activity change, negative = inhibition, usual class: inhibitors; 390,000 tested, 4.4% active; note: potency is the fitted concentration of half-maximal effect; % is set by controls: 0 for no effect and ±100 for the full control effect; nearly all actives have a fitted effect of over 50% in size
# GLS inhibitor: inhibitors of human glutaminase (GLS); 410,000 tested, 0.21% active; GLS enzymatic activity, qHTS titration; AID 624170; Potency, µM (series often up to 45.5 µM), without a hit: at the top dose activity change, negative = inhibition, usual class: inhibitors; O94925; note: potency is the fitted concentration of half-maximal effect; % is set by controls: 0 for no effect and ±100 for the full control effect
#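 hKGA in 45 mM KH2PO4 pH 8.2, 0.02% Tween-20 with pin-transferred compounds; 1 mM L-glutamine (stock) plus glutamate oxidase/HRP/Amplex Red coupling added. Fluorescence read initially and after 30 min at RT.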
# HP1b chromo inh: HP1-beta chromodomain-methylated histone interaction inhibition; 390,000 tested, 0.56% active; AID 540317; Potency, µM (titrated, usually from 114 µM), without a hit: top-dose activity change, negative = inhibition, hits mostly inhibitors; AlphaScreen HP1-beta / biotin-H3K9me3 peptide binding; note: potency is the fitted concentration of half-maximal effect; nearly all actives have a fitted effect of over 70% in size; inactives centre near 23
# Target sequence (P83916 whole entry, looked up): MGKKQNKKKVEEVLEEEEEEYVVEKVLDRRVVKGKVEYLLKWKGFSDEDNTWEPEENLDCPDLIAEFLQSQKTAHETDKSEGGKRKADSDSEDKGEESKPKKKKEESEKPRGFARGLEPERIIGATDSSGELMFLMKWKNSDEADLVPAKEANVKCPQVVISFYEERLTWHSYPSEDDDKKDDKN
#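 Compound inhibition of the preformed complex between 50 nM HP1-beta and 50 nM biotinylated H3K9me3 peptide was read by AlphaScreen. Buffer was PBS pH 7.4 with 0.01% Tween-20. Incubations ran 30 min at room temperature, with 10 ug/mL donor/acceptor beads.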
# PGK inhibitor: inhibitors of T. brucei phosphoglycerate kinase; P07378; PGK/GAPDH coupled, Kinase-Glo luminescence, 60 min; Potency, µM (series often up to 57.5 µM), for inactives: at the highest dose activity change, negative = inhibition, actives largely listed as inhibitors; 380,000 tested, 0.043% active; note: potency is the fitted concentration of half-maximal effect; % is set by controls: 0 for no effect and ±100 for the full control effect; nearly all actives have a fitted effect of over 60% in size
#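 Luminescent ATP detection (Kinase-Glo Plus) follows a 60-minute room-temperature incubation, with wells lacking PGK as controls. Buffer: 100 mM TEA (pH 7.6), 5 mM MgCl2, 0.01% Tween-20. Coupling enzyme GAPDH (100 nM final) supplies unstable 1,3-BPG in-well.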
# * = called active by the depositor; i = inactive; ? = inconclusive; . = not tested or not shown; [ ] = another dose, or the depositor's remark. Unless noted, calls come from the whole dose curve; as a rule, active = well fitted curve in the direction sought with a large enough effect; inconclusive = small, poorly fitted or top-dose-only effect, or another doubt; inactive = no such curve, though single readings can be large; an effect the other way counts as inactive or inconclusive. Hits appear at their usual frequency. About 11% of those tested had a hit in this group.
1. O=[N+]([O-])c1cccc(OCCN2CCC(Cc3ccccc3)CC2)c1
2. COCc1c(CCl)cnc(C)c1O
3. CC(CCc1ccccc1)NC(=O)COC(=O)C12CC3CC(CC(Br)(C3)C1)C2 (stereo not drawn)
4. Cc1[nH]n(-c2ccc(Cl)cc2)c(=O)c1N=Nc1cccnc1
5. Cc1cc(C)n(-c2ccc(NC(=O)C3CCCCN3C(=O)c3ccoc3)cc2)n1 (stereo not drawn)
6. COc1ccccc1N(CC(=O)NCC(C)C)S(=O)(=O)c1cccs1
7. Cc1cccc(NC(=O)NCC(c2cccnc2)N2CCOCC2)c1 (stereo not drawn)
8. O=C(c1ccc(NS(=O)(=O)c2ccc3[nH]c(=O)[nH]c3c2)cc1)N1CCN(c2ccccc2O)CC1

entry no.	1	2	3	4	5	6	7	8
Pin1 inh	?	1%	8%	9%	0%	3%	-14%	-10%
ERG Ets-DNA blk	-4%	-2%	0%	2%	8%	-3%	0%	-3%
G9a inh	11µM*	8%	50%[activator][59 µM]	-44%	.	1%	54%[activator][59 µM]	11%[0.501 µM]
BAZ2B inh	56µM*	-6%	10%	-36%	-3%	6%	-30%	1%
PI4K2A inh	9	-6	0	0	-1	1	4	-7
JMJD2A Tudor	14µM*	-18%	18%	-18%	-13%	2%	3%	-20%
GLS inhibitor	-12%	3%	-9%	2%	0%	1%	-8%	-8%
HP1b chromo inh	?	17%	75%[activator]	16%	9%	16%	33%	-11%
PGK inhibitor	-10%	-7%	i	-9%	-1%	4%	-2%	5%

9. CC(C)CC(=O)Nc1nc(=S)ss1
10. O=[N+]([O-])c1cc(/C=N/Nc2nc3ccccc3[nH]2)c(O)cc1O
11. O=[N+]([O-])c1ccc(CS(=O)(=O)N2CCN(c3ccccc3)CC2)cc1
12. CCC(C)NC(=O)c1cn(CC)c2cc(N3CCN(C(=O)c4ccco4)CC3)c(F)cc2c1=O (stereo not drawn)
13. Cc1ccc(C2NC(=S)NC3=C2C(=O)CCC3)cc1 (stereo not drawn)
14. CCN(C(=O)Cn1cnc2onc(-c3ccc(F)cc3)c2c1=O)c1cc(C)ccc1C
15. C=CCn1c(SCCN)nnc1-c1cccc(S(=O)(=O)N2CCOCC2)c1
16. Cc1noc(-c2ccc(NC(C)c3ccccc3)c([N+](=O)[O-])c2)n1 (stereo not drawn)

entry no.	9	10	11	12	13	14	15	16
Pin1 inh	1%	-3%	-6%	9%	0%	-12%	-1%	-6%
ERG Ets-DNA blk	1%	5%	15%	9%	-2%	-2%	.	-2%
G9a inh	1.6µM*	50µM*	4%	.	5%	-8%[59 µM]	.	-34%[59 µM]
BAZ2B inh	-36%	20µM*	1%	15%	-6%	6%[57.1 µM]	.	0%
PI4K2A inh	2	-5	-3	3	2	-2	2	0
JMJD2A Tudor	?	28µM*	-6%	-15%	18%	-14%	14µM*	-7%
GLS inhibitor	10%	16%	-1%	5%	2%	-7%	-1%	2%
HP1b chromo inh	?	?	24%	38%	27%	8%	22%	51%[activator]
PGK inhibitor	-4%	?	i	4%	4%	i	-6%	1%

17. O=C(NCCc1cccs1)C1CC(c2ccccc2[N+](=O)[O-])=NO1 (stereo not drawn)
18. Cc1nn(CCCC(=O)NCc2ccc(OC(C)C)cc2)c(=O)c2c1sc1ccccc12
19. Cc1ccc(C(=O)Nc2nc3n(n2)C(c2ccccc2)CC(=O)N3)cc1 (stereo not drawn)
20. CCN1CCc2c(OCc3ccccc3)cccc2C1=O
21. Cc1ccc(NC(=S)N2CCN(c3ccccn3)CC2)cc1C
22. COc1cccc(CN(C)C(=O)CSCC(=O)Nc2cccc(C)c2)c1OC
23. O=C(NCCc1ccccc1F)c1ccc2c(c1)OCCO2
24. CC(=O)c1cccc(NC(=O)C2CC(=O)N(Cc3ccccc3)C2)c1 (stereo not drawn)

entry no.	17	18	19	20	21	22	23	24
Pin1 inh	0%	4%	-1%	3%	-5%	2%	-5%	-5%
ERG Ets-DNA blk	0%	3%	-4%	16%	-6%	-25%	14%	-16%
G9a inh	4%[59 µM]	-32%[59 µM]	9%	-3%	-1%	-8%[59 µM]	-18%	-4%[12.7 µM]
BAZ2B inh	-3%	-3%	-16%	.	4%	6%	2%	-5%
PI4K2A inh	-3	-9	2	3	0	-2	-8	7
JMJD2A Tudor	-16%	-4%	-9%	-12%	-3%	-17%	-1%	0%
GLS inhibitor	3%	0%	6%	0%	-1%	1%	-13%	18%
HP1b chromo inh	25%	39%	8%	44%[activator]	24%	28%	1%[57 µM]	59%[activator]
PGK inhibitor	-5%	6%	5%	-7%	i	i	-11%	10%

25. NC(=O)N/N=C/c1coc2ccc(O)cc2c1=O
26. COc1ccccc1NC(=O)c1ccc2c(c1)CCN2S(C)(=O)=O
27. COc1ccccc1N1CCN(C(=O)CCNS(=O)(=O)c2ccc3c(c2)CCN3C(=O)C2CC2)CC1
28. COc1ccccc1-c1nnc(SCC(=O)NCc2ccco2)n1N
29. Cn1cc(C(=O)c2cccc(Cl)c2)cc1/C=N\O
30. Cc1nc(N(C)C)ncc1C(=O)O
31. COc1ccccc1N1CCN(C(=O)c2oc3c(c2C)C(=O)CC(C)(C)C3)CC1
32. CC(C)CCOc1ccc(C(=O)Nc2sc3c(c2C#N)CCCCC3)cc1

entry no.	25	26	27	28	29	30	31	32
Pin1 inh	-3%	0%	-5%	1%	0%	-4%	10%	11%
ERG Ets-DNA blk	-2%	1%	-3%	-5%	-8%	-4%	15%	4%
G9a inh	.	-2%	-19%[59 µM]	10%	-22%	-39%[59 µM]	.	?
BAZ2B inh	-16%	2%	0%	.	?	-6%	?	1%
PI4K2A inh	2	-2	-4	-10	8	-1	-5	-4
JMJD2A Tudor	-15%	-1%	-12%	-7%	-20%	-16%	1%	-12%
GLS inhibitor	16%	3%	1%	-2%	-5%	-13%	28%	-2%
HP1b chromo inh	52%[activator]	39%	31%[57 µM]	9%	20%[57 µM]	39%	10%	7%
PGK inhibitor	-6%	4%	i	1%	-8%	-11%	-5%	9%

33. O=C(NCc1ccco1)c1ccc2c(c1)N(Cc1ccc(Cl)cc1)C(=O)c1ccccc1S2=O (stereo not drawn)
34. CCOc1ccc(S(=O)(=O)NCC(c2ccc3c(c2)OCO3)N2CCN(C)CC2)cc1 (stereo not drawn)
35. CCN(CC)C(=O)Cn1cc(SCC(=O)Nc2cccc(F)c2)c2ccccc21
36. Cc1ccc(NC(=O)c2cccc3c2C(=O)N(C2CCCCC2)C3)c(Cl)c1
37. CSCC[C@H](NC(=O)C1CCC(CNC(=O)[C@@H]2CCCN2C(=O)OC(C)(C)C)CC1)C(=O)O (stereo partly drawn)
38. COc1ccc(C(=O)NC(=S)Nc2cccnc2)cc1Cl
39. COc1ccc(-c2nnc3n(CCc4ccccc4)c(=O)c4ccccc4n23)cc1OC
40. CCOC(=O)c1c(C)n(C)c2ccc(OCC(O)CN3CCCCCC3)cc12 (stereo not drawn)

entry no.	33	34	35	36	37	38	39	40
Pin1 inh	15%	5%	-2%	6%	0%	-2%	-1%	1%
ERG Ets-DNA blk	0%	0%	11%	5%	-9%	5%	0%	5%
G9a inh	-18%[59 µM]	-21%[0.501 µM]	5%[59 µM]	-3%	3%	50µM*	?	?
BAZ2B inh	-23%	-13%	-4%	-18%[57.1 µM]	2%	-3%	9%	4%
PI4K2A inh	-1	-6	0	-1	3	-13	0	-25
JMJD2A Tudor	-16%	-21%	-17%	-10%	-12%	?	-13%	-19%
GLS inhibitor	6%	6%	2%	-1%	1%	0%	2%	20%
HP1b chromo inh	25%	4%	57%[activator]	50%[activator]	29%	6%	13%	43%
PGK inhibitor	-13%	3%	-9%	-7%	5%	0%	-2%	-2%

# An excerpt of these results, field by field:
39	COc1ccc(-c2nnc3n(CCc4ccccc4)c(=O)c4ccccc4n23)cc1OC
  Pin1 inh: -1% | ERG Ets-DNA blk: 0% | G9a inh: ? | BAZ2B inh: 9% | PI4K2A inh: 0 | JMJD2A Tudor: -13% | GLS inhibitor: 2% | HP1b chromo inh: 13% | PGK inhibitor: -2%
40	CCOC(=O)c1c(C)n(C)c2ccc(OCC(O)CN3CCCCCC3)cc12 (stereo not drawn)
  Pin1 inh: 1% | ERG Ets-DNA blk: 5% | G9a inh: ? | BAZ2B inh: 4% | PI4K2A inh: -25 | JMJD2A Tudor: -19% | GLS inhibitor: 20% | HP1b chromo inh: 43% | PGK inhibitor: -2%

# Later entries:
41. COc1ccccc1NC(=O)Cn1cnc2c1c(=O)n(C)c(=O)n2C
42. COc1cccc(NC(=O)CN(C)C(=O)CC2CCCC2)c1
43. CC1(C)C(C=C(Cl)Cl)C1C(=O)N1CCN(Cc2ccccc2)CC1 (stereo not drawn)
44. CC(C)(C)c1cc(NC(=O)NN2CCOCC2)nn1-c1c(Cl)cc(Cl)cc1Cl

entry no.	41	42	43	44
Pin1 inh	-1%	-10%	5%	0%
ERG Ets-DNA blk	-6%	-8%	2%	5%
G9a inh	3%[59 µM]	.	24%[59 µM]	-2%
BAZ2B inh	1%	.	-20%	-20%
PI4K2A inh	2	-7	-4	-3
JMJD2A Tudor	12%	-5%	-11%	-20%
GLS inhibitor	11%	-10%	5%	4%
HP1b chromo inh	18%	28%	37%	14%
PGK inhibitor	6%	-4%	i	-3%
